Wee1 degr inh: blocks degradation of human Wee1 kinase; P30291; HeLa Luc-Wee1K328M stability, luciferase luminescence; 100% = proteasome inhibitor MG132 effect; reporter increase, % at 5 µM; hit rate 1.2% among 220,000; AID 1321;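 active means activation above the mean of all tested compounds plus 3 SD, set per screening run, cut at about 8.8% in these data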;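 further: cells exposed to compound for 20 h before luminescence read; 0% = DMSO alone and 100% = MG132 at 30 µM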
TNF necrop inh: inhibitors of TNF-alpha induced necroptosis in Jurkat FADD-/- cells; Jurkat FADD-/- TNF necroptosis rescue, ATP luminescence, 24 h; 0 = TNF only, 100 = no-TNF cells; activation (protection from cell death), % at 10 µM; hit rate 0.068% among 220,000; AID 463075;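 active means activation, meaning protection from cell death, of at least 50% relative to plate controls; inactive means activation below 50%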;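 further: necroptosis triggered by 40 ng/mL TNF-alpha added together with compound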
BaF3 tox: parental Ba/F3 viability inhibition as JAK2V617F counter-screen; CellTiter-Glo ATP luminescence; inhibition, % at 5.6 µM; hit rate 1.1% among 220,000;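 active means inhibition above a per-campaign cutoff, the mean inhibition of all tested compounds plus 3 SD, cut at about 27% in these data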;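 further: 0% = DMSO wells and 100% = JAK Inhibitor I control wells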
TRPML3 ag: agonists of human TRPML3 channel | Q8TDD5 | HEK293 TRPML3-YFP, Fluo-8 calcium fluorescence; 100% = the carbachol control signal | activation, % at 3 µM | hit rate 0.29% among 220,000;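 active means activation above its plate's cutoff, the mean activation of the plate's test wells plus 3 SD, cut at about 12% in these data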;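 further: 0% = DMSO only wells and 100% = carbachol wells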
Target sequence (Q8TDD5 whole entry, looked up): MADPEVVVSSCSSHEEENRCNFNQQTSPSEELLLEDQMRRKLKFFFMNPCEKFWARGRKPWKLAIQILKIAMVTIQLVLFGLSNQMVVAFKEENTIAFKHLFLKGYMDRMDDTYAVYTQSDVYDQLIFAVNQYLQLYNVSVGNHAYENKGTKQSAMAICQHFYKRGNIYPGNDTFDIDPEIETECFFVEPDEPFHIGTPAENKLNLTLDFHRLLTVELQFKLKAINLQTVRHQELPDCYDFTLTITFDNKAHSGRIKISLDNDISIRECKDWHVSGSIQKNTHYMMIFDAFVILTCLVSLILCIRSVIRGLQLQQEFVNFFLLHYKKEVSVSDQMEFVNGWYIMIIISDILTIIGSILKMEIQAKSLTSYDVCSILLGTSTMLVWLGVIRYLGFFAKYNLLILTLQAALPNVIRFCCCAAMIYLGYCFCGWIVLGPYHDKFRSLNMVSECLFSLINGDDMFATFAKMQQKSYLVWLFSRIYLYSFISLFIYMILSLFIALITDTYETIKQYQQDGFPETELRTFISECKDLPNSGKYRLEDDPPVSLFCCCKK
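Material: TRPML3-YFP stable HEK293 cells | Dosing: One concentration, 3 µM nominal, 0.3% DMSO | Timing: 125 s total fluorescence read per well | Technique: Fluo-8 calcium dye fluorescence, ex 470-495, em 515-575 nm | Measure: Percent activation from peak-to-basal fluorescence ratio, scaled between DMSO and carbachol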
RBBP9 inhibitor: human RBBP9 hydrolase inhibition; O75884; recombinant RBBP9, FP-Rh probe fluorescence polarization; inhibition, % at 7.94 µM; hit rate 0.2% among 220,000; AID 1515;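 active means inhibition above the campaign mean of all tested compounds plus 3 SD, cut at about 14% in these data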;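 further: plate controls were DMSO wells with RBBP9 for no effect and wells lacking RBBP9 protein for full effect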
Target sequence (O75884 whole entry, looked up): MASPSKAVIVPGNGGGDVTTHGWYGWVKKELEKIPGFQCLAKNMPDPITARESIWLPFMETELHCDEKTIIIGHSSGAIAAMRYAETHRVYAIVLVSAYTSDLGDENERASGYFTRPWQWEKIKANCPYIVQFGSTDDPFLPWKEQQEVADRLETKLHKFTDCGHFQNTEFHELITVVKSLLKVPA
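Assay system: recombinant human RBBP9; Reagent: Serine-hydrolase probe FP-Rh, 375 nM pre-mixing; Doses: 7.94 µM single dose, 0.794% DMSO; Incubation: 30 min then 45 min, 25 °C; Detection: fluorescence polarization (mP), excitation 525 nm, emission 598 nm; Evaluation: percent inhibition from mP, scaled between DMSO and no-protein wells.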
CHOP inhibitor: CHOP inhibition in unfolded protein response; CHO-K1 CHOP-promoter luciferase, tunicamycin-induced, 15-18 h; inhibition, % at 10 µM; hit rate 3.8% among 220,000; AID 2732;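 active means compounds that reduced the stress-induced luciferase reporter signal by more than about 70% of percent inhibition, limit read from the data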;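 further: 0% = tunicamycin plus vehicle and 100% = wells without tunicamycin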
Ba/F3 V617F tox: loss of viability in JAK2V617F-driven Ba/F3 cells; inhibition, % at 5.6 µM; hit rate 1.1% among 220,000; Ba/F3 EpoR-JAK2V617F viability, ATP luminescence;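 active means inhibition above the campaign mean plus 3 SD over all tested compounds, cut at about 24% in these data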;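 further: cytokine-independent growth of Ba/F3 cells driven by EpoR plus mutant JAK2; 0% = DMSO-treated cells and 100% = JAK inhibitor I control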
PPC-1+TRAIL kill: compounds killing PPC-1 cancer cells with TRAIL present (potentiator screen, no TRAIL-free arm); hit rate 0.41% among 220,000; PPC-1 cells + TRAIL, ATPLite viability luminescence; cell killing (% activity), % at 4 µM; AID 1443;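 active means cell killing above 50% in the first pass at 4 µM, then a duplicate retest at 5 µM averaging 50% or more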;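 further: plate controls were cells with TRAIL plus DMSO for no effect and medium-only wells lacking cells for full effect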
TRPN1 ag: zebrafish TRPN1 (NompC) channel agonism | HEK293 zebrafish TRPN1-YFP, Fluo-8 calcium fluorescence; 100% = response to 87 µM carbachol | hit rate 0.18% among 220,000 | activation, % at 3 µM;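 active means activation above its plate's cutoff, the mean activation of test wells on that plate plus 3 SD, cut at about 19% in these data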;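 further: 0% = DMSO alone and 100% = 87 µM carbachol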
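Material: zebrafish TRPN1-YFP in HEK293 cells; Doses: single test compound dose, 3 µM nominal, 0.3% DMSO; Timing: dye loading 1 h at 37 °C, then 30 min room temperature; Technique: intracellular calcium fluorescence with Fluo-8; Benchmarks: high carbachol 87 µM, low DMSO alone.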
An asterisk follows results filed as active; / = not tested or not shown.

SMILES | Wee1 degr inh | TNF necrop inh | BaF3 tox | TRPML3 ag | RBBP9 inhibitor | CHOP inhibitor | Ba/F3 V617F tox | PPC-1+TRAIL kill | TRPN1 ag
O=C(CCCCCn1c(=O)[nH]c2ccccc2c1=O)NCCc1c[nH]c2ccccc12 | -3 | -1.1 | 2 | -1.1 | -3 | 17 | -3 | -6 | 1.2
COCCCNC(=O)C1CC(=O)N(c2ccc(C)cc2)C1 (centres undefined) | -5 | -1.6 | 0 | 1.0 | -11 | -6 | 0 | 21 | 0.0
O=C(CN1CCc2ccccc21)Nc1ccc2c(c1)OCO2 | 0 | -0.2 | 4 | 0.3 | -4 | 20 | -1 | 24 | 0.3
Cc1ccc(CN2CCN(C(=O)CCN3C(=O)c4ccccc4C3=O)CC2)cc1 | 6 | -0.3 | 5 | 0.5 | -8 | -1 | 1 | -13 | 0.6
CCc1cccc(NC(=O)NC2CCCCC2)c1 | 4 | 2.4 | 2 | 0.7 | 3 | 42 | -2 | 14 | 0.3
O=C1C=C(N2CCCCC2)C2(CCCCC2)O1 | -2 | -0.1 | 3 | 0.8 | -5 | -1 | 2 | 9 | 0.5
COc1cc(/C=N/NC(=O)C2COc3ccccc3O2)cc(OC)c1OC (centres undefined) | -2 | 2.6 | 1 | 0.8 | 0 | 1 | 5 | -1 | 1.1
CC1(C)CC(=O)c2sc(N)nc2C1 | -2 | -2.1 | -1 | 0.5 | -6 | 31 | 0 | -9 | 0.2
COc1ccc(CNC(=O)c2cccc3c2C(=O)N(Cc2cccnc2)C3)cc1 | -1 | -0.5 | 7 | 0.9 | -4 | 38 | 2 | -12 | -0.8
Cc1csc2ncc(C(=O)Nc3ccc(C(F)(F)F)cc3)c(=O)n12 | 4 | -0.6 | 3 | 0.5 | -8 | 60 | 3 | 3 | -0.1
O=C(Nc1ccccc1)c1cccc(=O)o1 | -2 | -0.6 | -2 | 0.8 | 17* | 3 | -2 | 9 | -0.3
COc1cc(NC(=O)C(=O)NCCN2CCNCC2)c(OC)cc1Cl | 2 | 2.6 | 1 | 0.2 | -7 | -28 | -1 | / | -0.2
Cc1ccccc1C(=O)O/N=C/c1c(N2CCOCC2)n(C)c2ccccc12 | 0 | -15 | -3 | -1.0 | 1 | 16 | 1 | 38 | 0.8
CCOC(=O)N1CCC(C(N)=O)CC1 | 0 | -1.7 | 7 | 0.3 | -2 | 19 | 6 | -20 | 1.9
CC(C)C(=O)Nc1ccc(Nc2ccccc2)cc1 | 1 | 2.3 | -1 | 0.7 | 0 | -14 | -6 | 34 | -0.4
CN(C)C=Nc1ncc2c3ccccc3n(Cc3ccccc3)c2c1C#N | 1 | 0.1 | 3 | 0.7 | -4 | -31 | -2 | 7 | 0.3
O=C(Nc1ccc(Br)c2cccnc12)c1ccc(Cn2cc([N+](=O)[O-])cn2)o1 | -1 | -0.4 | 7 | -0.5 | -7 | 62 | -2 | -29 | -0.4
O=C(CCN1CCCCC1)NCC1OCCc2ccccc21 (centres undefined) | -2 | 0.2 | 5 | -0.1 | -3 | -1 | -3 | -12 | -0.9
Cc1ccc2ccccc2c1Cn1c(-n2ccnc2)nc2c1c(=O)n(C)c(=O)n2C | 0 | -0.5 | 5 | 0.8 | -4 | 9 | -4 | -20 | -1.3
O=C(Cc1cccs1)N1CCN(S(=O)(=O)c2ccc(F)cc2)CC1 | 3 | -0.1 | 3 | 0.3 | -6 | -8 | -4 | / | -0.3
C=C(C)C(=O)Oc1ccc(N2C(=O)CCC2=O)cc1 | -1 | -3.4 | -5 | -0.1 | 7 | -49 | -1 | 18 | 1.9
c1csc(-c2nn3c(Cn4cnc5ccccc54)nnc3s2)c1 | -3 | -3.5 | 4 | 0.4 | -2 | 26 | -1 | 25 | 1.1
O=C1CCC(=O)N1CN(C(=O)c1ccco1)c1ccccc1 | 0 | -1.7 | 2 | 0.4 | -10 | -5 | 1 | 4 | 1.2
COc1ccc(N2C(=O)CC2(/C=C/c2ccccc2OC)C(=O)NC2CCCC2)cc1 (centres undefined) | -1 | 2.7 | 3 | -0.2 | -10 | 28 | 4 | 4 | -1.1
CCN(CC)S(=O)(=O)c1ccc(C(=O)OCn2nnc3ccccc3c2=O)cc1 | -3 | 1.5 | 1 | 3.9 | -9 | 36 | -4 | -5 | 5.6
Additional entries follow:
SMILES | Wee1 degr inh | TNF necrop inh | BaF3 tox | TRPML3 ag | RBBP9 inhibitor | CHOP inhibitor | Ba/F3 V617F tox | PPC-1+TRAIL kill | TRPN1 ag
Cc1ccc(C)c(Cn2nnc3c(=O)[nH]c(C4CCCN(C(=O)CC(C)C)C4)nc32)c1 (centres undefined) | -1 | -4.7 | 4 | -1.3 | -14 | 30 | -3 | 9 | -1.0
O=C(Nc1nccs1)c1ccc(-c2cccc([N+](=O)[O-])c2)o1 | -1 | 4.1 | 4 | 0.6 | -7 | -7 | 1 | 16 | 0.2
CCc1cc(C(=O)N2CCCC(CCC(=O)NCc3cccc(OC)c3)C2)no1 (centres undefined) | 3 | -0.8 | 6 | -0.4 | -2 | 7 | 2 | -4 | -0.7
CS(=O)(=O)N(CC(=O)NCc1ccco1)c1cc(C(F)(F)F)ccc1Cl | 1 | -3.0 | -1 | -0.1 | 3 | 27 | -3 | 18 | 0.6
O=C(CSc1cc([N+](=O)[O-])cc(S(=O)(=O)Cc2ccccc2)c1)NC1CC1 | -2 | -0.4 | 7 | 0.6 | 0 | 25 | -1 | 16 | 0.6
Cc1ccc(C(=O)/C=C\NCc2ccccc2)cc1 | 1 | 2.2 | 4 | 0.7 | -5 | 58 | -2 | 12 | 2.0
COc1ccc(OC)c(NC(=O)CCN2CCN(Cc3ccccc3)CC2)c1 | -2 | 1.4 | 4 | 0.5 | -5 | -21 | -1 | -24 | 1.2
COc1cccc(Oc2ccc(N)cc2)c1 | -1 | -6.8 | 2 | 0.5 | -9 | 18 | -2 | 21 | 0.8
COCCNC(=S)N1CCC(NC(=O)c2ccco2)CC1 | 7 | 1.1 | -3 | -0.6 | 0 | -6 | -5 | 14 | -1.0
Cc1ccc[n+](CC(=O)Nc2cccc([N+](=O)[O-])c2)c1 | -1 | 0.2 | -3 | 0.2 | 3 | -17 | -2 | 9 | -1.1
CCOC(=O)CCCNC(=O)CCNC(=O)c1ccc(OC)cc1 | -3 | 0.5 | 7 | 1.2 | 1 | -7 | 2 | -10 | 0.6
O=C(Nc1nnc(CCN2CCCCC2)s1)c1cccc(Cl)c1 | 6 | 2.6 | 0 | 0.4 | -7 | 6 | -4 | -13 | -0.5
CCSc1nnc(NC(=O)COc2ccc(Cl)cc2)s1 | 5 | -0.1 | 2 | 0.7 | -6 | 13 | 3 | 17 | 1.0
COc1ccc(S(=O)(=O)NCC2CCCN(C(=O)CN3CCCCC3)C2)cc1 (centres undefined) | -2 | 0.8 | 2 | -0.1 | -11 | -2 | 1 | 6 | 2.6
O=S(=O)(CCN1C=CC(C(F)(F)F)=NCC1)c1ccc(F)cc1 | 1 | 2.4 | 1 | 1.1 | -1 | 6 | -1 | 7 | 0.5
COc1ccc(/C=N/Nc2cc(C)nc(N3CCOCC3)n2)cc1OC | 0 | -2.9 | 4 | 0.3 | -4 | 6 | 1 | 10 | 1.1
O=c1ccc2cc(O)c(O)cc2o1 | 1 | -3.5 | 6 | 0.5 | -10 | 11 | 3 | 29 | 0.5
CN1C(=O)/C(=C2\SC(=S)N(CCCCCC(=O)O)C2=O)c2ccccc21 | -3 | -3.8 | 0 | 0.4 | -7 | 4 | 0 | 12 | 1.3
O=C(CCN1C(=O)C2C3C=CC(C3)C2C1=O)Nc1ccc(F)cc1 (centres undefined) | -2 | 0.3 | 3 | 0.8 | -10 | 86* | -2 | 12 | 1.6
Cc1ccc(NC(=O)CCn2nnc3ccccc32)cc1 | 4 | 0.7 | -3 | -0.1 | -6 | -26 | -1 | -12 | -0.6
COc1ccc(CCNC(=O)c2cc(-c3ccccc3OC)on2)cc1OC | -2 | -2.7 | 3 | -0.8 | -5 | 37 | -2 | 4 | -0.7
CN1C(=O)/C(=C2/C=CC=CN2C)OC1=S | -3 | -0.3 | 6 | 0.6 | -11 | 11 | -1 | 9 | 0.5
Cc1ccc2oc(=O)n(CC(=O)c3ccc(F)cc3)c2c1 | -1 | 0.0 | 2 | -0.5 | 7 | 12 | -5 | 5 | -1.8
CCCc1cc(C(=O)Nc2sc(C)c(CC)c2C#N)no1 | 1 | 1.5 | -2 | 0.9 | -7 | -1 | -4 | 3 | 2.2
CCCCN(CC)S(=O)(=O)c1ccc(C(=O)Nc2nnc(COC)o2)cc1 | -2 | -0.1 | -2 | 0.2 | -7 | 41 | -2 | -5 | -0.2
Going on with the list.
SMILES | Wee1 degr inh | TNF necrop inh | BaF3 tox | TRPML3 ag | RBBP9 inhibitor | CHOP inhibitor | Ba/F3 V617F tox | PPC-1+TRAIL kill | TRPN1 ag
Cc1cc(=O)c2c(C)nn(-c3ccccc3)c2[nH]1 | -1 | 0.8 | 1 | 0.4 | -5 | 8 | -4 | 26 | -0.3
Cn1c(=O)c(N)c2c3c(c(Br)ccc31)C(=O)c1ccccc1-2 | 1 | -4.2 | 3 | 1.8 | 0 | 10 | 4 | 9 | 3.2
Cn1nnnc1SCC(=O)NC1CCCCC1 | 2 | -1.0 | 12 | -0.1 | -8 | 10 | 3 | 16 | 0.7
O=C(Nc1ccc(Cl)cc1Cl)c1ccc(-c2ccccc2)cc1 | -2 | 1.7 | 2 | 1.4 | -7 | 1 | 3 | 27 | 2.8
Clc1ccccc1-c1nnn(Cc2ccc(-c3nn[nH]n3)cc2)n1 | -2 | -1.4 | 2 | 1.2 | -1 | 18 | 1 | 3 | 0.5
CCOCCCNCc1ccc(OCC(=O)N2CCOCC2)c(OC)c1 | 0 | 0.2 | 0 | 0.1 | 12 | 9 | -3 | 4 | -0.5
O=C(Cn1cc([N+](=O)[O-])cn1)N1N=C(C(F)F)CC1(O)C(F)F (centres undefined) | 0 | 0.7 | 2 | 0.1 | 3 | -11 | -2 | -6 | -0.7
CCCCN(C(=O)CCC(=O)Nc1cc(C)on1)C(C(=O)NC(C)(C)CC)c1cccc(OC)c1OC (centres undefined) | -2 | -0.8 | 3 | -0.3 | -7 | 12 | -3 | -11 | -1.5
O=C1c2ccccc2C(=O)N1CCSc1nnc(-c2ccco2)n1Cc1ccccc1 | -1 | -2.5 | 1 | -1.2 | -11 | 6 | 1 | 0 | -1.1
Cc1cc(SCC(=O)N2CCCC2)nc2ccccc12 | 5 | 0.9 | 7 | -1.2 | -9 | 64 | 1 | 8 | -0.7
Cc1ccc2c(c1)nnn2C1CCN(C(=O)NC23CC4CC(CC(C4)C2)C3)CC1 | 2 | -0.9 | 6 | 1.4 | -8 | 38 | -3 | 4 | -0.4

This is a random part of the collection. About 6.8% of those tested had a hit in this group.
